# Assay outcomes: PubChem BioAssay, several laboratories
# H9c2 protect: modulators protecting cardiomyocytes from myocardial damage | AID 588492 | H9c2 cardiomyocytes, H2O2 injury protection, ATPLite, 2 h | protection from H2O2 cell death, % at 20 µM | 0.63% of 360,000 active;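 active = compounds giving at least 50% protection of heart cells from peroxide-induced death in the single-dose screen, raw or plate-pattern-corrected value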;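 also: 0% = DMSO wells with peroxide and 100% = DMSO wells without peroxide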
# CaV13 ICDI inh: Disruptors of the CACNA1D IQ motif to Ca2+-dependent inactivation inhibitor domain association, primary screening, Förster resonance energy transfer in intact living …. AID 743397. HEK cells, CFP/YFP FRET ICDI-IQ, plate reader, 10 min; percent FRET-ratio fall versus neutral wells. 0.098% of 340,000 active. inhibition, % at 12.3 µM;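 active = mean replicate inhibition of at least 30% and at least 1% of replicates passing that level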;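 also: 0% = median of the neutral control wells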
# Granule exo inh: blocks lytic granule exocytosis; inhibition, % at 10 µM; TALL-104 LAMP-1 surface exposure, flow cytometry; cells stimulated with thapsigargin and PMA; 0.66% of 360,000 active;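 active = inhibition above about 55%, limit read from the data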
# aDG glyco act: alpha-DG glycosylation activation; Pro5-aDG cells, alpha-DG glycosylation AlphaScreen (IIH6); 0% Pro5, 100% B10-LARGE cell signal; activation, % at 10 µM; 0.22% of 360,000 active; AID 624168;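 active = activation of at least 8% versus controls, or a plate z-score of at least 8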;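 also: Pro5 are CHO cells carrying HIG-tagged alpha-DG that lacks glycosylation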
# Vif imaging: inhibitors of HIV Vif. HEK293T cells, Vif self-association by quenched fluorescence, imaging, 24 h. inhibition, % at 7.49 µM. 0.35% of 340,000 active. AID 602346; in the data active = inhibition above about 50%, passing the limit was not always enough; also: some results filed as inactive read as strong as hits
# PDI turbidity: blocks human protein disulfide isomerase activity | P07237 | PDI insulin aggregation turbidity, A650, 90 min | inhibition, % at 10 µM | 0.052% of 350,000 active;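 active = mean inhibition across replicates of 30% or more, whatever share of single replicates reach that level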;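 also: absorbance from insulin aggregation driven by PDI reduction with DTT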
# Target sequence (P07237 whole entry, looked up): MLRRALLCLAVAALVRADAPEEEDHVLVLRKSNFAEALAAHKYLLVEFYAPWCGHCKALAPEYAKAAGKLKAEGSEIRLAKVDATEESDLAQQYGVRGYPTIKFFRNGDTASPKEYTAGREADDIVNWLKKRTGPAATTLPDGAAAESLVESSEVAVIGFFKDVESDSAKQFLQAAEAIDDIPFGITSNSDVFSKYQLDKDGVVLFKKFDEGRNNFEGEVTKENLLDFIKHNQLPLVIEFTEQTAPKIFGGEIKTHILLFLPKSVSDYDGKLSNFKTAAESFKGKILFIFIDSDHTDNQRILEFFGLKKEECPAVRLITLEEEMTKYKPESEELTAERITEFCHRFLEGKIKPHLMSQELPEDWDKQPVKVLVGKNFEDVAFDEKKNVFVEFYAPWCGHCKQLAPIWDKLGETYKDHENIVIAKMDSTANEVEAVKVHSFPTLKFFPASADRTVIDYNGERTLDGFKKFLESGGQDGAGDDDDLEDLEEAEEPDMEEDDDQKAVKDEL
# hiPSC survival: hiPSC single-cell survival enhancement; ATPlite luminescence; 100% = ROCK inhibitor wells, 0% = DMSO; survival enhancement, % at 20 µM; 0.044% of 360,000 active; in the data active = survival enhancement above about 18%;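 also: cells exposed to compounds for 16 hours before the ATP read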
# HTR2A ag: agonists of mouse serotonin 5-HT2A receptor (HTR2A); P35363; AID 624169; CHO-K1 mHTR2A beta-arrestin complementation, luminescence; percent of 30 µM serotonin response; activation, % at 7.6 µM; 0.66% of 360,000 active;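 active = activation above a run cutoff, the mean activation of all tested compounds plus 3 SD, cut at about 14% in these data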;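 also: 0% = plate median of compound wells and 100% = 30 µM serotonin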
# Target sequence (P35363 whole entry, looked up): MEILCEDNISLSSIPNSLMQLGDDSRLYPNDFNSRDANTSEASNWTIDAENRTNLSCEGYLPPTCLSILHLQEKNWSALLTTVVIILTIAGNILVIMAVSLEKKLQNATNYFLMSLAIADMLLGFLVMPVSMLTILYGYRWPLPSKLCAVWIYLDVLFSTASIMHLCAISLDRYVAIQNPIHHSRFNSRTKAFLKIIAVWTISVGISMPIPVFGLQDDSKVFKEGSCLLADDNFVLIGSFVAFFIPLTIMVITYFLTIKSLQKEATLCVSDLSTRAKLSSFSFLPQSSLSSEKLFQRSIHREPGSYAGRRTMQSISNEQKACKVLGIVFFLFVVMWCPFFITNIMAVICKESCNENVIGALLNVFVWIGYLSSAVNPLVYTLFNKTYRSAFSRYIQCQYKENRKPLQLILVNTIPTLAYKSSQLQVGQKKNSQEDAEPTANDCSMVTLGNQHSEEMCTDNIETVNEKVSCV
# N-glyco inh: blocks N-linked glycosylation in D54 reporter cells; D54 ERlucT glycosylation luciferase reporter, 24 h; percent of 100 nM tunicamycin response; reporter increase, % at 12.5 µM; 0.23% of 360,000 active;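 active = mean luciferase reporter signal, scaled so untreated is 0 and the glycosylation-blocking control 100, at or above a set limit in every replicate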;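 also: luciferase carries N-glycosylation sites so blocking glycosylation raises the light; 0% = median of neutral control wells and 100% = median of 100 nM tunicamycin wells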
# ABCB6 inh 2: human ABCB6 transporter inhibition; Q9NP58; K562-ABCB6 porphyrin accumulation, flow cytometry, 1 h; stronger effect = lower value; fluorescence ratio to DMSO, % at 10 µM; 0.19% of 360,000 active; AID 602162;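 active = fluorescence ratio to DMSO below 75%, the collection mean minus 3 SD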;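 also: signal is porphyrin accumulated inside mitochondria; 100% equals median channel fluorescence of DMSO control wells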
# An asterisk follows results filed as active; · = not tested or not shown.
# The opening three records, to show the layout:
SMILES,H9c2 protect,CaV13 ICDI inh,Granule exo inh,aDG glyco act,Vif imaging,PDI turbidity,hiPSC survival,HTR2A ag,N-glyco inh,ABCB6 inh 2
COC(=O)CCC(=O)Nc1cc(Cl)cc(Cl)c1,5,-4,2,-0.2,-12,9,1.0,-1,3,72*
COc1ccc(C=C(C(=O)c2ccccc2)C(=O)c2ccccc2)cc1,0,-5,16,0.1,6,·,-0.8,-9,1,98
Fc1ccc(C2CC(c3cccs3)=NN2c2ccccc2)cc1 (centres undefined),0,-6,1,1.6,-10,-1,1.3,-1,-5,99

# This part in full, from the first entry:
SMILES,H9c2 protect,CaV13 ICDI inh,Granule exo inh,aDG glyco act,Vif imaging,PDI turbidity,hiPSC survival,HTR2A ag,N-glyco inh,ABCB6 inh 2
COC(=O)CCC(=O)Nc1cc(Cl)cc(Cl)c1,5,-4,2,-0.2,-12,9,1.0,-1,3,72*
COc1ccc(C=C(C(=O)c2ccccc2)C(=O)c2ccccc2)cc1,0,-5,16,0.1,6,·,-0.8,-9,1,98
Fc1ccc(C2CC(c3cccs3)=NN2c2ccccc2)cc1 (centres undefined),0,-6,1,1.6,-10,-1,1.3,-1,-5,99
COC(=O)c1cn(C(=O)c2ccc3c(c2)OCO3)c2ccccc12,4,-7,3,0.0,0,1,-2.7,-2,13,91
OCCC1CN(Cc2cccc(C(F)(F)F)c2)CCN1Cc1ccccc1 (centres undefined),0,5,4,0.3,-3,-2,-1.0,-4,-1,101
CCc1ccc(/C=C2\Oc3ccc(C(=O)OC)cc3C2=O)cc1,-7,-1,-6,0.1,1,1,2.3,-5,2,98
CN1OC(Cn2cc(C#N)c(=O)n(C)c2=O)CC1c1ccccc1 (centres undefined),5,22,-1,0.0,11,1,3.0,4,2,101
C[C@@H]1COC(=O)[C@H](CC(=O)OC(C)(C)C)C/C=C\C[C@@H](CC(=O)NCCO)C(=O)N1,2,-5,18,0.8,-2,0,-3.0,6,2,102
CCN(C(=O)CSc1nc2ccc([N+](=O)[O-])cc2s1)c1c(N)n(Cc2ccccc2)c(=O)[nH]c1=O,8,-6,2,-0.2,-1,-3,-0.8,4,-2,99
COCCn1c(=NC(=O)c2ccccc2[N+](=O)[O-])sc2cc(S(C)(=O)=O)ccc21,-2,-14,-2,-0.2,-2,6,-1.6,-2,-1,89
C=CCn1c(SCC(=O)Nc2cc(Cl)ccc2C(=O)O)nc2sc(C)c(C)c2c1=O,-10,-5,-6,-0.2,-3,4,-0.3,4,1,104
CC(C)NC(=O)N(C)C[C@H]1Oc2ccc(NC(=O)C3CC3)cc2C(=O)N([C@H](C)CO)C[C@@H]1C,1,-12,79*,-0.2,-4,0,0.9,9,5,94
Cc1noc(C)c1NC(=O)N(C)C[C@H]1Oc2ccc(NC(=O)c3ccncc3)cc2C(=O)N([C@H](C)CO)C[C@@H]1C,6,-3,2,0.2,0,12,1.0,0,6,103
Cc1nc(NC(=O)C2CCCCC2)sc1C,3,-5,-2,0.0,3,2,2.1,-4,0,98
O=C1NCCCC1C(=O)N1CCN(C(c2ccccc2)c2ccccc2)CC1 (centres undefined),2,-9,0,0.3,1,4,2.6,-1,0,100
O=C(Cn1c(=O)oc2ccccc21)Nc1ccc(Br)cc1,-4,-13,-7,-0.2,·,-1,-0.3,8,0,91
CSc1nc(=S)n(-c2ccc([N+](=O)[O-])cc2)c(C)c1C(C)=O,-2,-1,2,0.0,-1,2,0.4,1,2,94
COc1ccccc1CNC(=O)C1CC2Cn3c(nc4cc(Cl)c(Cl)cc43)C2N1C (centres undefined),-3,-5,-1,0.1,-1,-4,-2.0,0,5,99
COc1cc(OC)cc(C(=O)NCC(=O)OC2CCOC2=O)c1 (centres undefined),4,-9,-4,0.1,7,0,1.5,1,1,91
COc1ccc(NS(=O)(=O)c2ccc(NS(C)(=O)=O)cc2)cc1,0,·,-4,-0.1,-2,3,-0.9,-4,-1,97
CC(OC(=O)Cn1ccccc1=O)C(=O)Nc1cc(Cl)cc(Cl)c1 (centres undefined),0,-5,-2,0.0,3,-8,-0.1,7,0,89
CCOC(=O)c1csc(NC(=O)c2ccccc2)n1,1,-7,0,0.2,0,5,-2.8,-1,-1,100
COc1ccc(NC(=O)COC(=O)CC2CCCC2)cc1Cl,-4,·,-3,0.0,-3,6,-0.2,-5,2,104
O=C(NCCCc1nc2ccccc2[nH]1)c1ccco1,3,-7,2,-0.2,-1,3,-0.2,4,-1,93
CN1C(=O)NC(c2cccc(O)c2)C(C(=O)c2cccs2)C1(O)C(F)(F)F (centres undefined),8,·,0,0.0,5,3,1.6,0,0,96

# No new results follow: five of the compounds above.
SMILES,H9c2 protect,CaV13 ICDI inh,Granule exo inh,aDG glyco act,Vif imaging,PDI turbidity,hiPSC survival,HTR2A ag,N-glyco inh,ABCB6 inh 2
COC(=O)CCC(=O)Nc1cc(Cl)cc(Cl)c1,5,-4,2,-0.2,-12,9,1.0,-1,3,72*
COc1ccc(C=C(C(=O)c2ccccc2)C(=O)c2ccccc2)cc1,0,-5,16,0.1,6,·,-0.8,-9,1,98
Fc1ccc(C2CC(c3cccs3)=NN2c2ccccc2)cc1 (centres undefined),0,-6,1,1.6,-10,-1,1.3,-1,-5,99
COC(=O)c1cn(C(=O)c2ccc3c(c2)OCO3)c2ccccc12,4,-7,3,0.0,0,1,-2.7,-2,13,91
OCCC1CN(Cc2cccc(C(F)(F)F)c2)CCN1Cc1ccccc1 (centres undefined),0,5,4,0.3,-3,-2,-1.0,-4,-1,101

# (listing goes on)
SMILES,H9c2 protect,CaV13 ICDI inh,Granule exo inh,aDG glyco act,Vif imaging,PDI turbidity,hiPSC survival,HTR2A ag,N-glyco inh,ABCB6 inh 2
O=C1Nc2ccccc2S/C1=C/NCc1ccccc1Cl,0,-2,-1,-0.3,0,0,-2.1,2,-1,106
O=C(O)C1Cc2c([nH]c3ccccc23)C(c2ccc3c(c2)OCO3)N1 (centres undefined),-2,-8,0,0.0,-6,0,5.8,1,-1,109
Cn1c(SCC(=O)Nc2cccc(F)c2)nc2c(c1=O)SCC2,-1,-3,4,1.2,·,3,-0.6,8,-1,98
FC(F)(F)c1cccc(N2CCN(c3ccc4nnc(-c5ccccc5)n4n3)CC2)c1,-12,-7,22,0.0,·,0,0.9,-1,7,99
CC1CCCCN1S(=O)(=O)c1ccc(NC(=O)c2cccs2)cc1 (centres undefined),2,-9,0,0.1,-4,-1,1.1,-8,-3,108
O=C(O)Cn1c(=O)c2c(c3ccccc31)CCC2,4,-10,-4,0.1,·,-46,0.4,1,1,92
COC(=O)C(C)n1cnc2c(nnn2-c2ccccc2)c1=O (centres undefined),14,·,-4,-0.2,2,·,-1.8,3,1,98
COC(=O)[C@]1(C)N[C@H](CN(C)S(=O)(=O)c2ccc(C(F)(F)F)cc2)[C@@H]2C(=O)N(C)C(=O)[C@@H]21,8,-3,1,-0.4,11,6,-2.1,1,2,98
CCOC(=O)N1CCN(C(=O)CN(c2cccc(C)c2)S(=O)(=O)c2ccccc2)CC1,1,-6,-1,0.4,5,9,-0.5,-3,3,100
COCCCNC(=S)N1CCC(NC(=O)c2ccco2)CC1,6,-6,-12,2.0,11,13,0.7,-8,1,104
Cc1[nH]c2ccccc2c1C(=O)/C=C/c1ccccc1Cl,-2,-16,7,0.1,3,1,-1.4,-5,2,100
Cc1nn(C)cc1C1C(C#N)=C(N)N(c2ccc(F)c([N+](=O)[O-])c2)C2=C1C(=O)CCC2 (centres undefined),-3,-5,-2,0.9,14,-10,0.9,4,2,98
O=S(=O)(NCCCN1CCOCC1)c1ccc2ccccc2c1,0,-4,0,-0.3,25,-3,2.8,2,0,98
CCN1C(=O)c2cccc3c(NC(=O)c4ccc(S(=O)(=O)N(C)C)cc4)ccc1c23,16,-2,1,-0.6,8,5,-0.4,-1,8,100
CCOC(=O)C(NC(=O)c1ccc(OC)cc1)(N1CCCC1=O)C(F)(F)F (centres undefined),10,-5,-1,0.3,0,-4,-1.6,0,1,96
O=C(O)CSC1CC(=O)N(c2ccc(Cl)cc2)C1=O (centres undefined),-2,-4,1,0.2,4,-2,0.3,8,0,93
CC(=O)c1cccc(NC(=O)Cn2cnc(S(=O)(=O)N3CCc4ccccc43)c2)c1,-2,-2,-6,-0.2,-11,3,-0.1,-2,1,98
CC(C)c1nc(CNC(=O)c2cc(COc3c(F)cccc3F)on2)cs1,-2,-3,4,-0.1,4,-7,-2.7,-2,-1,104
O=c1[nH]c(SCc2ccc([N+](=O)[O-])cc2)nc2[nH]ncc12,24,-5,8,-0.4,-2,-8,-1.1,0,2,90
Cc1ccc2cccc(S(=O)(=O)N3CCCc4ccccc43)c2n1,-17,-6,2,1.3,-23,-5,0.0,-4,-2,95
CC(NS(=O)(=O)c1ccc2c(c1)c(=O)n(C)c(=O)n2C)C(=O)NC1CCCCC1 (centres undefined),6,-3,-2,0.1,6,1,1.5,5,0,91
CCOc1ccc(OCC(=O)OC(C)C(=O)NC2CCCC2)cc1 (centres undefined),7,-6,17,-0.1,-1,-2,-0.5,-6,1,94
O=C(CCn1cnc2ccccc21)N/N=C/c1ccccc1O,36,-2,-1,0.9,-13,4,1.3,-3,-3,97
CCN(CC)S(=O)(=O)c1ccc2c(c1)CC(C(=O)N1CCCC1)N2C(C)=O (centres undefined),4,-18,-1,-0.2,-11,4,1.7,1,3,98
CC1(C(=O)NS(=O)(=O)c2ccccc2Cl)CCN1C(=O)CC(c1ccccc1)c1ccccc1 (centres undefined),1,-8,1,-0.2,8,-1,2.6,-1,-1,93
O=C(COc1ccc(Cl)cc1)OCc1csc(Nc2ccccc2)n1,4,-6,0,0.3,1,-9,2.3,-6,3,101
CN(C)c1ccc(C2NCC(CCl)O2)cc1 (centres undefined),8,-5,7,0.1,7,3,1.3,1,3,101
COc1ccc(C(=O)CCC(=O)NC2=NCCS2)cc1,1,-3,0,-0.2,29,1,-0.3,0,1,101
CC(C)(C)SCCNS(=O)(=O)c1ccc(F)cc1,0,·,-3,0.0,-4,1,3.7,1,0,100
CCOc1ccc(C(=O)Nc2nnc(S(=O)(=O)Nc3ccccc3C)s2)cc1,-4,-6,-6,0.2,0,·,-2.3,-7,1,96

# Part of the list above in a different format:
compound	H9c2 protect	CaV13 ICDI inh	Granule exo inh	aDG glyco act	Vif imaging	PDI turbidity	hiPSC survival	HTR2A ag	N-glyco inh	ABCB6 inh 2
CCOC(=O)N1CCN(C(=O)CN(c2cccc(C)c2)S(=O)(=O)c2ccccc2)CC1	1	-6	-1	0.4	5	9	-0.5	-3	3	100
CCN(CC)S(=O)(=O)c1ccc2c(c1)CC(C(=O)N1CCCC1)N2C(C)=O (centres undefined)	4	-18	-1	-0.2	-11	4	1.7	1	3	98
CCOC(=O)C(NC(=O)c1ccc(OC)cc1)(N1CCCC1=O)C(F)(F)F (centres undefined)	10	-5	-1	0.3	0	-4	-1.6	0	1	96
